Bioassay records from PubChem BioAssay.
TRAIL sens C8: caspase-8 TRAIL sensitization; inhibition (viability loss, TRAIL sensitization), % at 10 µM; actives 1% (n = 360,000); NB7+C8 cells + TRAIL, ATPlite viability luminescence;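 active = compounds causing at least 50% loss of cell viability in the single-dose screen, relative to plate controls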
LMP1 NFkB inh: reduces LMP1-driven NF-kappaB luciferase signal. LMP1-induced NF-kappaB luciferase reporter cells, luminescence. AID 504558. actives 0.69% (n = 350,000). inhibition, % at 12.5 µM; in the data active = inhibition above about 41%;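 also: 0% = neutral control wells and 100% = reference inhibitor control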
Peg3 prom inh: reduces Peg3 promoter-driven luciferase expression in HeLa; HeLa PEG-Prom luciferase reporter, luminescence, overnight; inhibition, % at 20 µM; actives 1.7% (n = 360,000);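 active = inhibition of at least 50% at 20 µM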
iPSC survival up: hiPSC single-cell survival enhancement. ATPlite luminescence; 100% = ROCK inhibitor wells, 0% = DMSO. survival enhancement, % at 20 µM. actives 0.044% (n = 360,000). AID 602274; in the data active = survival enhancement above about 18%;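 also: cells exposed to compounds for 16 hours before the ATP read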
KKLEB cytotox: reduces viability of KKLEB cystic fibrosis airway cells; actives 0.36% (n = 360,000); AID 602141; activity change (cytotoxicity), % at 5 µM; KKLEB CF airway cells viability, ATPlite luminescence, overnight; hits give low values; cells stimulated with P. aeruginosa culture filtrate;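 active = corrected activity change at or below -50% at 5 µM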
Shn3 3UTR inh: inhibitors of Schnurri-3 3'UTR reporter in osteoblasts | Clone20 osteoblast Shn3 3'UTR firefly luciferase, 24 h | inhibition, % at 12.5 µM | actives 0.52% (n = 360,000);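 active = mean inhibition of at least 75% with every replicate also reaching 75%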;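 also: 0% = median of neutral control wells and 100% = pilot-screen positive control compound; some compounds past the cut are filed as inactive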
TRPM1 prom inh: MITF TRPM1 promoter inhibition in SK-MEL-5 cells. SK-MEL-5 TRPM1 promoter luciferase, 24 h. inhibition, % at 12.5 µM. actives 0.83% (n = 330,000);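 active = mean inhibition across replicates of 60% or more, whatever share of single replicates reaches that level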; also: values of inactives mirror those of a sister screen read the other way
CF NFkB inh: inhibitors of cystic fibrosis induced NF-kB | KKLEB NF-kB-GFP reporter, PAF-induced, GFP fluorescence overnight | inhibition, % at 5 µM | actives 0.86% (n = 360,000) | AID 588850;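 active = at least 50% inhibition at 5 µM, scaled per plate between neutral and stimulator controls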;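 also: PAF is a Pseudomonas aeruginosa culture filtrate used as stimulus; plate controls were PAF-stimulated DMSO wells for no effect and unstimulated DMSO wells for full effect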
NR2E3 ag-1: agonists of human nuclear receptor NR2E3; GST-NR2E3/biotin-RetCOR TR-FRET, 1536-well; inhibition of corepressor binding, % at 4.78 µM; actives 0.12% (n = 320,000); AID 2300;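 active = percent inhibition above the cutoff of mean plus 3 SD of all tested compounds, set per screening campaign, cut at about 20% in these data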;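 also: 0% = DMSO wells and 100% = biotin wells as full block of FRET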
Target sequence (Q9Y5X4 whole entry, looked up): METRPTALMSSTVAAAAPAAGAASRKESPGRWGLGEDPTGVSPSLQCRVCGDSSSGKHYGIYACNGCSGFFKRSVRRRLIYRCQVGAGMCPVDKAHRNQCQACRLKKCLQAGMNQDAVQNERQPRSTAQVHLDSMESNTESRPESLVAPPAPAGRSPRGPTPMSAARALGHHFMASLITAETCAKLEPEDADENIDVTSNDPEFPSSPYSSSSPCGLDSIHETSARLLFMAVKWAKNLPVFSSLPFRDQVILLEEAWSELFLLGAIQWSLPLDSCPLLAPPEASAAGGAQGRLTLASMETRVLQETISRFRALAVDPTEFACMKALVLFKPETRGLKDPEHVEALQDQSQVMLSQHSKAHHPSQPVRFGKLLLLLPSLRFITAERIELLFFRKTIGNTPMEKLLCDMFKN
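Material – GST-tagged NR2E3 plus biotinylated RetCOR corepressor · Quantity – NR2E3 fusion 1.35 nM · Times – 5 h incubation at 4 °C · Medium – pH 7.5 Tris-based buffer · Technique – TR-FRET, Eu(K)-anti-GST donor, streptavidin-D2 acceptor, ex 340, em 617/671 nm · Benchmarks – high control biotin, low control 0.6% DMSO · Format – 1536-well plates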
NR2E3 ag-2: human photoreceptor-specific nuclear receptor agonism; actives 0.35% (n = 360,000); AID 602229; CHO-S Gal4-NCOR/VP16-NR2E3 two-hybrid, luciferase; inhibition of corepressor binding, % at 3.98 µM;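 active = inhibition above the mean of all tested compounds plus 3 SD, cut at about 70% in these data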;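 also: 0% = DMSO with NR2E3 transfected cells and 100% = cells lacking NR2E3 construct; higher means lower luciferase signal from less NR2E3 corepressor binding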
HIF-2a inh: HIF-2a inhibition; 786-0 RCC cells HIF-2a reporter, luciferase luminescence, overnight; inhibition, % at 18.8 µM; actives 0.72% (n = 360,000); AID 624352;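 active = inhibition of the luminescence signal of 40% or more relative to plate controls, in a single-dose primary screen at 18.75 µM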
* = called active by the depositor; nt = not tested or not shown; & = joins results of further samples; ! = a repeat was not active. An excerpt (hit frequency here may not be typical).

No.	Molecule	CF NFkB inh	NR2E3 ag-1	TRAIL sens C8	Shn3 3UTR inh	iPSC survival up	NR2E3 ag-2	Peg3 prom inh	TRPM1 prom inh	KKLEB cytotox	HIF-2a inh	LMP1 NFkB inh
1	CCc1ccccc1NC(=S)N1CCNC(=O)C1CC(=O)OC (centres undefined)	9	2	4	3	0.6	-21	-3	-5	-8	13	1
2	COc1ccc2[nH]c(C(=O)O)c(NS(=O)(=O)c3ccc(F)cc3)c2c1	-22	2	12	2	-0.1	-18	1	5	7	9	-1
3	Cc1cc(C(=O)COC(=O)c2n[nH]c(=O)c3ccccc23)c(C)n1C	-2	0	17	-80	-0.3	-87	-122	-44	-7	-98	-17
4	CCCNC(=O)NC(=O)CSc1nnc(-c2ccncc2)n1CC	-25	-1	-2	9	0.6	-17	15	-14	7	3	-7
5	Cc1cc(N)ccc1N1CCCC1	6	12	-3	9	-1.9	-15	6	23	-2	6	3
6	COc1ccccc1/C(C)=N/Oc1cc(N)cc([N+](=O)[O-])c1	3	1	-18	-52	0.6	-69	-108	-31	-1	-216	-15
7	O=C(Cc1csc(N2CCOCC2)n1)N/N=C/c1ccc(Cl)cc1Cl	-9	2	6	25	0.3	13	-19	11	11	-8	9
8	O=C(Cc1ccc(Cl)cc1)Nc1cccc(C(=O)Nc2ccccc2C(=O)O)c1	8	2	-7	16	-0.5	-19	12	11	6	4	2

(further entries)
No.	Molecule	CF NFkB inh	NR2E3 ag-1	TRAIL sens C8	Shn3 3UTR inh	iPSC survival up	NR2E3 ag-2	Peg3 prom inh	TRPM1 prom inh	KKLEB cytotox	HIF-2a inh	LMP1 NFkB inh
9	Cc1ccc2nc(-c3cccnc3)cc(C(=O)Nc3ccc(F)cc3C)c2c1	-3	-1	10	15	-0.1	0	23	4	-2	8	-4
10	COC(=O)C(NC(=O)c1ccccc1C(=O)O)c1ccc2ccccc2c1 (centres undefined)	12	0	8	7	-0.6	-20	14	8	3	18	0
11	COc1ccc(NC(=O)c2cc(-c3ccc(C)o3)nc3ccccc23)cc1OC	-4	-2	-3	-52	-1.1	8	-87	-53	4	-70	-1
12	Cc1cc(NC(=O)CSc2nnc(-c3ccncc3)n2C)n(-c2ccccc2)n1	2	-2	-1	-6	0.4	-33	7	6	5	18	0
13	Cc1cc2[nH]ncc2cc1NC(N)=S	-15	2	-2	-22	-0.3	12	1	5	-1	15	-9
14	CN(C)S(=O)(=O)c1cccc(C(=O)NCC(=O)NC2CCN(Cc3ccccc3)CC2)c1	-9	-1	3	5	-0.2	-17	6	6	8	19	-6
15	COc1ccc2nc(NC(=O)C3CCN(C(=O)c4ccc(F)cc4)CC3)sc2c1	-4	-1	20	13	-0.3	-18	-37	6	1	-30	-3
16	COc1cc(NC(=S)N(C)C)c(OC)cc1Cl	8	-4	0	3	0.9	-33	9	5	-8	21	-2

New compounds follow
No.	Molecule	CF NFkB inh	NR2E3 ag-1	TRAIL sens C8	Shn3 3UTR inh	iPSC survival up	NR2E3 ag-2	Peg3 prom inh	TRPM1 prom inh	KKLEB cytotox	HIF-2a inh	LMP1 NFkB inh
17	CC(C)CSc1nc(N2CCOCC2)c2c(c1C#N)CC(C)(C)SC2	10	-1	9	21	10	3	30	-10	-12	19	-8
18	COc1ccc(C[C@H](N)C(=O)N[C@H]2[C@@H](O)[C@H](n3cnc4c(N(C)C)ncnc43)O[C@@H]2CO)cc1	-18	3	92*	5	-4.8	3	102*	109*	7	95*	-21
19	CCc1ccc(N2CC(C(=O)NC3CCCCC3C)CC2=O)cc1 (centres undefined)	4	6	7	13	0.6	8	4	9	6	9	3
20	CCOc1ccc(N2C(=O)C(Cl)=C(Nc3ccccc3O)C2=O)cc1	8	-1	7	-56	0.6	-82	-96	19	11	-133	-6
21	NC(=O)C1(S(=O)(=O)c2ccccc2)CCCCC1	9	0	-7	-42	-0.8	3	5	17	-6	16	0
22	CCn1c(SCC(=O)NC(C)C)nnc1-c1cccs1	1	-3	14	12	3.9	-36	4	-5	4	0	1
23	Cc1cc(OCc2cc(C(=O)N(C)CCOc3ccccc3)no2)cc(C)c1Cl	5	1	6	-3	0.0	-2	11	10	0	-12	6
24	Cc1cccc(C(C)C)c1NC(=O)COC(=O)CNS(=O)(=O)c1ccccc1	-12	-1	-12	-14	0.4	-7	3	-6	-5	11	-4

More compounds.
No.	Molecule	CF NFkB inh	NR2E3 ag-1	TRAIL sens C8	Shn3 3UTR inh	iPSC survival up	NR2E3 ag-2	Peg3 prom inh	TRPM1 prom inh	KKLEB cytotox	HIF-2a inh	LMP1 NFkB inh
25	CCN(CC(=O)NC(=O)NCc1ccccc1)Cc1nc2ccccc2c(=O)[nH]1	-26	6	-27	5	0.1	0	15	0	11	17	-5
26	Cc1cc(C)cc(NC(=S)NCc2ccc(F)cc2)c1	5	-2	-9	-2	-2.8	-27	14	-1	18	12	3
27	Cc1ccc(-n2cc(CN3CCN(Cc4nccn4C)CC3)c(-c3cccc(C)c3)n2)cc1	-9	2	1	12	-0.8	-4	-24	-30	0	-66	-9
28	CCN(C(=O)Cn1cnc2ccccc2c1=O)C1CCS(=O)(=O)C1 (centres undefined)	21	0	-5	15	1.4	10	14	-12	-8	0	7
29	COc1ccccc1/C=C/C=N/n1c(-c2ccc(F)cc2)n[nH]c1=S	-13	-1	8	-18	-0.6	-1	10	nt	5	-6	nt
30	Cc1ccc(SCC(=O)OCC(=O)NCCNC(=O)COC(=O)CSc2ccc(C)c(C)c2)cc1C	16	2	-4	8	0.4	3	9	8	5	-4	-3
31	COc1ccc(CN2CCN(Cc3ccccc3F)CC2)cc1OC	18	1	10	17	-0.4	-25	9	-5	-7	12	6
32	CCN(CC)C(=O)c1[nH]cnc1C(=O)Nc1ccon1	5	-2	-10	-12	-1.2	-19	12	10	-8	0	0

(more compounds)
No.	Molecule	CF NFkB inh	NR2E3 ag-1	TRAIL sens C8	Shn3 3UTR inh	iPSC survival up	NR2E3 ag-2	Peg3 prom inh	TRPM1 prom inh	KKLEB cytotox	HIF-2a inh	LMP1 NFkB inh
33	O=C(O)C(O)c1ccccc1 (centres undefined)	10&-6	1&4	-6&3	6&-5	-0.3&4.9	-33&-25	1&-8	-6&-9	-12&4	7&-11	83*!
34	COc1cc(/C=C2\C(=O)NN(c3ccccc3)C2=O)cc([N+](=O)[O-])c1O	-7	-5	3	-6	-0.3	-7	19	7	-6	17	-2
35	COc1ccc(Nc2nnc(C)c3ccccc23)cc1C(N)=O	1	3	2	-14	0.3	3	-24	-2	-4	-45	3
36	Cc1nn(-c2cc(Cl)ccc2Cl)c(C)c1C(=O)O	8	-2	-8	-9	1.3	-16	6	1	-4	11	5
37	COC(=O)C1=C(CCc2ccccc2)NC(=O)NC1c1ccc([N+](=O)[O-])cc1 (centres undefined)	6	3	2	17	3.6	-4	1	-3	16	-5	-2
38	COc1ccc(Cl)cc1NC(=O)CN(C)C(=O)c1n[nH]c2ccccc12	13	-4	11	1	0.6	-24	36	23	-7	28	-2
39	CCN(c1ccccc1)S(=O)(=O)c1ccc(OC)c(N=N/C(C(=O)Nc2ccccc2)=C(/C)O)c1	15	-2	-7	1	-0.2	-7	16	-2	0	14	2
40	Cc1ccc(N2CCN(c3ccc(NCc4nc5ccccc5n4C)cc3)CC2)cc1	-8	0	10	-53	0.1	-19	-1	3	13	-69	-10

The results go on:
No.	Molecule	CF NFkB inh	NR2E3 ag-1	TRAIL sens C8	Shn3 3UTR inh	iPSC survival up	NR2E3 ag-2	Peg3 prom inh	TRPM1 prom inh	KKLEB cytotox	HIF-2a inh	LMP1 NFkB inh
41	Brc1cccc(-c2nc3cccnc3nc2-c2cccc(Br)c2)c1	8	5	3	-34	1.3	-27	2	-15	-12	17	10
42	CCCCc1nnc(NC(=O)c2oc3ccc(OC)cc3c2C)s1	-81	3	-1	-49	-0.1	-47	-169	-50	10	-179	-6
43	CN(CC(=O)Nc1cccc(F)c1)C(=O)CCSc1ccc(F)cc1	-14	2	7	18	1.0	12	-4	-4	3	-4	-4
44	CC(=O)N/C(=C/c1cccnc1)C(=O)Nc1ccc(Cl)cc1	15	3	-7	12	-0.6	39	1	-5	-5	13	3
